KCNK3 block: human KCNK3 channel inhibition, primary screen; O14649; CHO-KCNK3 thallium flux, FluxOR fluorescence; stronger effect = lower value; B-score at 10 µM; 340,000 tested, 0.84% active; AID 602410;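 active = B-score under library mean minus 4 SD, starting fluorescence ratio at most library mean plus 5 SD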;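 note: more negative B-score means stronger inhibition of thallium flux through KCNK3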
Target sequence (O14649 whole entry, looked up): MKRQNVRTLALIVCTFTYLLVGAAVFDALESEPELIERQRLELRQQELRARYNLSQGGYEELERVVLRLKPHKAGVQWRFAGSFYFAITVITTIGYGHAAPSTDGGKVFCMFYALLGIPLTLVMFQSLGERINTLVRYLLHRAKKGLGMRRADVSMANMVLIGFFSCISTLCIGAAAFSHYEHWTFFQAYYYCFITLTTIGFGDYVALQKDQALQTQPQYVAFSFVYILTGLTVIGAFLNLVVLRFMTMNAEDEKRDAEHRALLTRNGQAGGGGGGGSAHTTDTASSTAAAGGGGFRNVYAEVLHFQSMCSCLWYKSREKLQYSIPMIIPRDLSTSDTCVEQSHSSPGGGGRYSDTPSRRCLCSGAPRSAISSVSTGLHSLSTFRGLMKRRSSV
HDAC3 inh: human HDAC3 inhibition. O15379. recombinant HDAC3, fluorogenic peptide/trypsin coupled, fluorescence. inhibition, % at 8.3 µM. 320,000 tested, 0.15% active; in the data active = inhibition above about 26%, passing the limit was not always enough
ANO1 activ: mouse TMEM16A channel activation, primary screen | Q8BHY3 | HEK293 TMEM16A/YFP-H148Q/I152L, iodide quench fluorescence; stronger effect = lower value | B-score at 10 µM | 340,000 tested, 0.3% active | AID 623877;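 active = fluorescence-ratio B-score plate-corrected deviation score at least 3 library SD below zero, with starting fluorescence score within 5 deviations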;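 note: channel opened by trigger with iodide after compound preincubation; score built on the fluorescence ratio of max minus min over baseline; more negative score means more quench and so TMEM16A activation or potentiation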
KCNK9 block: human KCNK9 channel inhibition | HEK293 KCNK9, FluxOR thallium flux fluorescence; stronger effect = lower value | Q9NPC2 | AID 488922 | B-score at 10 µM | 310,000 tested, 1.2% active;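 active = ratio B-score over 3 SD below the library mean, with starting fluorescence within 5 SD of its mean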;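 note: negative B-score means less thallium flux so channel inhibition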
SKKanGAS inh: blocks kanamycin growth of S. pyogenes SKKanGAS strain; BacTiter-Glo, 6 h; inhibition, % at 7.5 µM; 300,000 tested, 1.3% active;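 active = mean replicate score, as percent of positive control median, at least 50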;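 note: strain carries kanamycin resistance gene driven by streptokinase promoter and grows in 40 µg/ml kanamycin; loss of luminescence reflects streptokinase promoter inhibition or plain growth inhibition; 0% = median of DMSO wells and 100% = positive control at its reference dose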
hERG rescue: hERG (human) protection from proarrhythmic block; AID 1511; CHO-hERG, FluxOR thallium flux, dofetilide IC70 present; activation (rescue from dofetilide block), less the hit threshold, % at 10 µM; 310,000 tested, 0.51% active;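 active = activation above the mean of controls blocked by dofetilide plus 5 SD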;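 note: thallium influx through hERG after potassium depolarization seen as dye fluorescence rise; in these data hits start at about 4.7%; inactives centre near -7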
KCNQ1 inh: inhibitors of human KCNQ1 potassium channel. P51787. 310,000 tested, 1.3% active. CHO-K1 KCNQ1, FluxOR thallium flux fluorescence; stronger effect = higher value. B-score at 10 µM;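 active = compounds whose thallium flux B-score, printed positive for inhibition, exceeds three library SD while starting fluorescence stays within three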;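 note: channel opened by potassium depolarization with thallium stimulus after 20 min compound exposure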
Target sequence (P51787 whole entry, looked up): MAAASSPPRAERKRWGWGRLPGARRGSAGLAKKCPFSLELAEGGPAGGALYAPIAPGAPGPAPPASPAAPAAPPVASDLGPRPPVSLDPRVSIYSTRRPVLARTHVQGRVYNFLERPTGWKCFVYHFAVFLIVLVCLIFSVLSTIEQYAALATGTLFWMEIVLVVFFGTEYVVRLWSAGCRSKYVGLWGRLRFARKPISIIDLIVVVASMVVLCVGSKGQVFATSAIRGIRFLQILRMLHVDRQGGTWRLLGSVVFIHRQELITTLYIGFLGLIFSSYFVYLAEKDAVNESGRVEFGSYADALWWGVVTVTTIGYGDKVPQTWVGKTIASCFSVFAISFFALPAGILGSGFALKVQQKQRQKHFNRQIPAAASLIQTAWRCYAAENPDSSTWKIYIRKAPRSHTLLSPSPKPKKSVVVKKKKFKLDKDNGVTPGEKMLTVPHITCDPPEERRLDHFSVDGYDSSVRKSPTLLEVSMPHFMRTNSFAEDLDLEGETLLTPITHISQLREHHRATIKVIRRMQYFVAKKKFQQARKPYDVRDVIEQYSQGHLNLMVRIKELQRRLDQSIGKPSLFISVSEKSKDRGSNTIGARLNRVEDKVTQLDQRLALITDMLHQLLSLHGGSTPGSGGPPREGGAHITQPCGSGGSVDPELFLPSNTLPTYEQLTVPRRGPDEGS
RGS4 pot: potentiators or activators of RGS4. AID 463111. 310,000 tested, 0.92% active. HEK293 M3R/inducible RGS4, carbachol calcium flux Fluo4; stronger effect = lower value. B-score at 10 µM;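 active = B-score of the integrated calcium signal more than 4 SD below the library mean, with starting fluorescence not abnormally high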;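 note: negative B-score means reduced calcium response which marks RGS4 activation or potentiation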
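System: HEK293 FlpIn-TREx cells, stable M3R, doxycycline-inducible RGS4. Timing: overnight RGS4 induction, 30 min dye load 37 °C, 20 min compound RT. Also added: carbachol, ECmax concentration. Measured by: Fluo4 fluorescence kinetic imaging of calcium. Evaluation: integrated calcium ratio converted to B score.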
RGS4 inh: inhibitors of human RGS4; HEK293 M3R/RGS4 inducible, Fluo-4 calcium flux; stronger effect = higher value; triggered by carbachol at its EC20; AID 463165; B-score at 10 µM; 310,000 tested, 0.45% active;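 active = B-score, a plate-corrected calcium signal, over three deviations above library mean, with baseline fluorescence within five deviations of library mean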;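 note: RGS4 expression induced by doxycycline in cells with stable M3 receptor; B-score is computed from the integrated fluorescence ratio over baseline after carbachol; higher B-score means a larger calcium signal and so more RGS4 inhibition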
TMEM16A inh: blocks the mouse calcium-activated chloride channel TMEM16A. HEK293 TMEM16A/YFP iodide influx fluorescence, ionomycin. normalized B-score (activity score, 25-100; higher = stronger inhibition) at 10 µM. 310,000 tested, 1.2% active. AID 588511;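 active = ratio plate-corrected score three or more library SD toward inhibition, starting fluorescence score within five deviations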;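 note: score derived from kinetic fluorescence span divided by baseline fluorescence per well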
KCNQ1 act: human KCNQ1 channel potentiation or activation. P51787. CHO-K1 KCNQ1, thallium flux FluxOR fluorescence; stronger effect = higher value. B-score at 10 µM. 310,000 tested, 0.35% active. AID 2648;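 active = fluorescence ratio B-score, a plate-corrected score, at least three library SD, with initial intensity B-score within 5 SD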
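assay system = KCNQ1-transfected CHO-K1 cells | medium = assay buffer with matched DMSO | probe or stimulus = depolarizing K+/Tl+ stimulus, K2SO4 and Tl2SO4 each 12.5 mM in 5x stock | dosing = single dose | incubation = dye 90 min, compound 20 min, room temperature | detection = kinetic FluxOR fluorescence, 10 s baseline plus 110 s post-stimulus | evaluation = ratio B score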
The depositor's hits bear a star; i = inactive; nt = not tested or not shown.

SMILES | KCNK3 block | HDAC3 inh | ANO1 activ | KCNK9 block | SKKanGAS inh | hERG rescue | KCNQ1 inh | RGS4 pot | RGS4 inh | TMEM16A inh | KCNQ1 act
COc1ccc2cc(C(=O)Nc3c(C)n(C)n(-c4ccccc4)c3=O)sc(=O)c2c1OC | i | -4 | i | i | 0 | -10 | i | i | i | i | i
Cc1ccc(S(=O)(=O)Nc2ccc(-c3nnc(SCC#N)n3C)cc2)cc1 | i | 2 | i | i | -2 | -13 | i | i | i | i | i
COc1ccc2nc(NC(=O)CCc3nc(-c4ccccc4F)no3)sc2c1 | i | nt | i | i | -2 | -6 | i | i | i | nt | i
CN(C)CCN1CCc2ccccc21 | i | 2 | i | i | -7 | -14 | i | i | i | i | i
CCn1cc(Br)c(C(=O)Nc2sc3c(c2C(N)=O)CCCC3)n1 | i | 0 | i | i | -5 | -2 | i | i | i | i | i
CC(C)(C)N=C(NS(=O)(=O)c1cccs1)c1ccccc1 | i | nt | i | i | 5 | -3 | i | i | i | nt | i
COc1ccnc(Nc2cccc(C)c2)c1C#N | i | -8 | i | i | -1 | -4 | i | i | i | i | i
CCc1ccc2[nH]cc(C(=O)N3CCCCCC3)c(=O)c2c1 | i | -3 | i | i | 0 | -9 | i | i | i | i | i
Cc1ccc(S(=O)(=O)NCc2ccc(C(=O)NC3CCCCC3)cc2)cc1 | i | 1 | i | i | 1 | -5 | i | i | i | i | i
Cc1cccc(CN2CCN(CC(=O)NCCCN3CCCC3=O)C2=O)c1 | i | nt | i | i | 1 | -1 | i | i | i | i | i
CCOC(=O)C(NC(C)=O)(NS(=O)(=O)c1ccccc1)C(F)(F)F (stereo not given) | i | 2 | i | i | 6 | -3 | i | i | i | i | i
CCOC(=O)CCCNC(=O)COC(=O)CCC(=O)c1ccc(F)cc1 | i | 1 | i | i | -5 | -6 | i | i | i | i | i
COc1ccc(/C=N/Nc2nncc3ccccc23)cc1 | i | 1 | i | i | 13 | -7 | i | i | i | i | i
C=CCNC(=O)c1ccccc1S(=O)c1ccccc1C#N (stereo not given) | i | 5 | i | i | 2 | -5 | i | i | i | i | i
Cc1c(CCO)sc[n+]1CC(=O)OC12CC3CC(CC(C3)C1)C2 | i | -3 | i | i | 4 | -10 | i | i | i | i | i
CC(=O)N1CC(=O)N=C1SCC(=O)Nc1nc(-c2ccccc2)c(-c2ccccc2)s1 | i | 29* | i | i | 7 | -16 | i | i | 8.7* | i | i
Cn1c(N2CCOCC2)c(C=O)c2ccccc21 | i | 17 | i | i | 0 | -7 | i | i | i | i | i
COc1ccccc1N1CCN(C(=O)CCNS(=O)(=O)c2ccc3c(c2)CCC(=O)N3)CC1 | i | 1 | i | i | 1 | -18 | i | i | i | i | i
Cc1ccc(C)c(C(=O)CSc2nc(N)cc(=O)[nH]2)c1 | i | 0 | i | i | -3 | -8 | i | i | i | i | i
COCCNCC(=O)N1c2ccccc2Sc2ccccc21 | i | 9 | i | i | 4 | -10 | i | -9.5* | i | i | i
COc1ccccc1NC(=O)c1cc2n(n1)C(C(F)(F)F)CC(c1ccc3c(c1)OCO3)N2 (stereo not given) | i | -16 | i | i | 20 | -12 | i | i | i | i | i
O=C(CN1CCCCC1)Nc1nnc(-c2ccc([N+](=O)[O-])cc2)s1 | i | -5 | i | i | 8 | -4 | i | i | i | i | i
O=C(CCn1c(=O)c2cccn2c2ccccc21)Nc1ccc(F)cc1 | i | -2 | i | i | 1 | -11 | i | i | i | i | i
Cc1nnc2ccc(-c3ccc(NC(=O)Cc4cccs4)cc3)nn12 | i | 0 | i | i | -9 | -14 | i | i | i | i | i
CCOC(=O)C1=C(O)/C(=C\c2ccc(OC)c(OC)c2)N=C1C | i | 9 | i | i | 0 | -14 | i | i | i | i | i
CN1CCN(c2ccc(NC(=O)c3cc([N+](=O)[O-])ccc3N3CCOCC3)cc2)CC1 | i | 7 | i | i | 3 | -3 | i | i | i | i | i
CC(=O)Nc1nnc(SCc2ccc(C(=O)Nc3ccccc3F)cc2)s1 | i | -3 | i | i | -7 | -10 | i | i | i | i | i
Cc1ccc(NC(=S)N2CCN(S(=O)(=O)c3ccccc3)CC2)cc1C | i | 4 | i | i | nt | -6 | i | i | i | i | i
Nc1nc(N)nc(-c2cc(Cl)ccc2Cl)n1 | i | 2 | i | i | -7 | -7 | i | i | i | i | i
Cc1occc1C(=O)N/N=C/c1ccc(Cl)c([N+](=O)[O-])c1 | i | 1 | i | i | -2 | -16 | i | i | i | i | i
O=C1CC(N(O)c2ccccc2)C(=O)N1c1cc(Cl)cc(Cl)c1 (stereo not given) | i | -1 | i | i | 3 | -14 | i | i | i | i | i
CN(C(=O)CSc1cc(C(=O)c2nccn2C)c2ccccc2n1)c1ccccc1 | i | 10 | i | i | 7 | -14 | i | i | i | i | i
CCN1CCN(C(=O)Cn2ncc3c([nH]c4ccc(C)cc43)c2=O)CC1 | i | -6 | i | i | -2 | -14 | i | i | i | i | i
Cc1cc(C(F)(F)F)nn1C(=O)c1cccnc1Cl | i | 7 | i | i | 7 | -3 | i | i | i | i | i
COc1ccc(S(=O)(=O)N2CCCCC2)cc1NC(=O)C1CCCO1 (stereo not given) | i | -1 | i | i | -7 | -5 | i | i | i | i | i
COC(=O)c1[nH]c2ccc(Br)cc2c1NC(=O)Oc1ccccc1 | i | -3 | i | i | 13 | -5 | i | i | i | i | i
CCCN1C(=O)c2cc(C(=O)Nc3ccc(OC)cc3OC)ccc2C1Nc1ccc(OC)cc1OC (stereo not given) | i | 0 | i | i | 20 | -12 | i | i | i | i | i
O=c1[nH]c(=O)n(Cc2ccc(Oc3ccccc3)cc2)cc1Br | i | 4 | i | i | 34 | -2 | i | i | i | i | i
O=C(NCc1n[nH]c(=O)c2ccccc12)C1CC(=O)N(c2ccc(Cl)cc2)C1 (stereo not given) | i | 0 | i | i | -2 | -7 | i | i | i | i | i
Cn1cc(CN2CCC(C(O)CCc3ccccc3)CC2)c(-c2ccccc2F)n1 (stereo not given) | i | 5 | i | i | -19 | -7 | i | i | i | i | i

Laid out differently: entries from further up.
Value order – KCNK3 block | HDAC3 inh | ANO1 activ | KCNK9 block | SKKanGAS inh | hERG rescue | KCNQ1 inh | RGS4 pot | RGS4 inh | TMEM16A inh | KCNQ1 act
Nc1nc(N)nc(-c2cc(Cl)ccc2Cl)n1
    i | 2 | i | i | -7 | -7 | i | i | i | i | i
Cc1occc1C(=O)N/N=C/c1ccc(Cl)c([N+](=O)[O-])c1
    i | 1 | i | i | -2 | -16 | i | i | i | i | i
O=C1CC(N(O)c2ccccc2)C(=O)N1c1cc(Cl)cc(Cl)c1 (stereo not given)
    i | -1 | i | i | 3 | -14 | i | i | i | i | i
CN(C(=O)CSc1cc(C(=O)c2nccn2C)c2ccccc2n1)c1ccccc1
    i | 10 | i | i | 7 | -14 | i | i | i | i | i
CCN1CCN(C(=O)Cn2ncc3c([nH]c4ccc(C)cc43)c2=O)CC1
    i | -6 | i | i | -2 | -14 | i | i | i | i | i
Cc1cc(C(F)(F)F)nn1C(=O)c1cccnc1Cl
    i | 7 | i | i | 7 | -3 | i | i | i | i | i
COc1ccc(S(=O)(=O)N2CCCCC2)cc1NC(=O)C1CCCO1 (stereo not given)
    i | -1 | i | i | -7 | -5 | i | i | i | i | i
COC(=O)c1[nH]c2ccc(Br)cc2c1NC(=O)Oc1ccccc1
    i | -3 | i | i | 13 | -5 | i | i | i | i | i
CCCN1C(=O)c2cc(C(=O)Nc3ccc(OC)cc3OC)ccc2C1Nc1ccc(OC)cc1OC (stereo not given)
    i | 0 | i | i | 20 | -12 | i | i | i | i | i
O=c1[nH]c(=O)n(Cc2ccc(Oc3ccccc3)cc2)cc1Br
    i | 4 | i | i | 34 | -2 | i | i | i | i | i
O=C(NCc1n[nH]c(=O)c2ccccc12)C1CC(=O)N(c2ccc(Cl)cc2)C1 (stereo not given)
    i | 0 | i | i | -2 | -7 | i | i | i | i | i
Cn1cc(CN2CCC(C(O)CCc3ccccc3)CC2)c(-c2ccccc2F)n1 (stereo not given)
    i | 5 | i | i | -19 | -7 | i | i | i | i | i

Further compounds:
SMILES | KCNK3 block | HDAC3 inh | ANO1 activ | KCNK9 block | SKKanGAS inh | hERG rescue | KCNQ1 inh | RGS4 pot | RGS4 inh | TMEM16A inh | KCNQ1 act
O=C(CC1Sc2ccccc2NC1=O)OCc1cc(=O)oc2cc(O)ccc12 (stereo not given) | i | -12 | i | i | 9 | -21 | i | i | i | 25* | i
CCn1cc(C(=O)N2CCN(c3ccc(OC)cc3)CC2)c(=O)c2cc(S(=O)(=O)N3CCCCC3)ccc21 | i | 13 | i | i | 5 | 0 | i | i | i | i | i
Cc1ccccc1NC(=S)Nc1cccc2cnccc12 | i | -3 | i | i | 8 | 2 | i | i | i | i | i
CCN(CC)S(=O)(=O)c1ccc(-c2nnc(SCC(=O)N3CCc4ccccc43)o2)cc1 | i | 1 | i | i | 3 | -3 | i | i | i | i | i
Cc1cnccc1CN(C)C(=O)C1CCC(=O)N(Cc2ccccc2F)C1 (stereo not given) | i | 0 | i | i | 0 | -7 | i | i | i | i | i
Cc1ccccc1NC(=S)NC(C)CCc1ccccc1 (stereo not given) | i | 2 | i | i | 0 | -7 | i | i | i | i | i
COC(=O)c1ccc(CNC(=O)CSc2nnc(COc3ccccc3)n2C)o1 | i | 1 | i | i | -4 | -2 | i | i | i | i | i
Cc1c(CC(=O)O)c(=O)oc2cc(OCc3ccc(F)cc3F)ccc12 | i | -39 | i | i | 7 | -8 | i | i | i | i | i
CC1=NNC(=O)C1CC(=O)N/N=C/C(C)=C/c1ccccc1 (stereo not given) | i | 6 | i | i | 2 | -7 | i | i | i | i | i
O=C(NC(=S)NCc1cccnc1)c1ccccc1[N+](=O)[O-] | i | -9 | i | i | 3 | -7 | i | i | i | i | i
Cc1cccc(C)c1OCCN1C(=O)NC(C)(c2ccccc2)C1=O (stereo not given) | i | 1 | i | i | -2 | -10 | i | i | i | i | i
CN1C(=O)C(C)(C)c2cc(S(=O)(=O)NCCc3ccc(Cl)cc3)ccc21 | i | 5 | i | i | -14 | -6 | i | i | i | i | i
